# CHRM5 agonist: human M5 muscarinic receptor agonists, primary screen, CHO-K1 cells, Fluo-8 calcium fluorescence; Muscarinic acetylcholine receptor M5 (Homo sapiens), P08912; CHO-K1 hM5 cells; 0% DMSO wells, 100% maximal acetylcholine response; activation, % at 3 µM; 0.19% of 360,000 active; AID 624037, 2012;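 active = activation above the run's mean over test compounds plus 3 SD, cut at about 23% in these data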;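 also: signal is peak over basal fluorescence ratio across the kinetic read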
# Target sequence (P08912 whole entry, looked up): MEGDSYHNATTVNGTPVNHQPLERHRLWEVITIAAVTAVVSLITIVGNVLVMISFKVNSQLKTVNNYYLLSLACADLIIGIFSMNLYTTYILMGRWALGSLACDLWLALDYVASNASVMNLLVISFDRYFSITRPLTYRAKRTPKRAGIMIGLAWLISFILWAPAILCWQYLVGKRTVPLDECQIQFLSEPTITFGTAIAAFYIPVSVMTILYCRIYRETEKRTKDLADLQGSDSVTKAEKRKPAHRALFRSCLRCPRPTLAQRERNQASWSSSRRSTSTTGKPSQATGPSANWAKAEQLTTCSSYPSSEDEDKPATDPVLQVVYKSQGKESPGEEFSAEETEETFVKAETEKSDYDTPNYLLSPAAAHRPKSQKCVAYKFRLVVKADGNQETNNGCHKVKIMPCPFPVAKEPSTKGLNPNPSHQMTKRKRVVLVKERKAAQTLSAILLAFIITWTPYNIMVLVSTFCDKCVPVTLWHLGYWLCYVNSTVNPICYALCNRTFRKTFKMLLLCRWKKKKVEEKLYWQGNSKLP
# M1 ag: human M1 muscarinic receptor agonists, primary screen, Fluo-8 calcium fluorescence, CHO-K1 cells, HTS; Muscarinic acetylcholine receptor M1 (Homo sapiens), P11229; CHO-K1 hM1, agonist mode; 0% DMSO, 100% acetylcholine EC100; activation, % at 3 µM; 0.33% of 360,000 active; AID 588814, 2011;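 active = activation above the run's mean compound activation plus 3 SD, cut at about 16% in these data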;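 also: peak over basal fluorescence ratio within a 140 s kinetic read after compound addition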
# M5 PAM: human M5 muscarinic receptor positive allosteric modulators, primary screen, CHO-K1 cells, Fluo-8 calcium fluorescence; 0.3% of 360,000 active; activation, % at 3 µM; CHO-K1 hM5, ACh EC20 PAM; 0% = ACh EC20, 100% = ACh EC100; Muscarinic acetylcholine receptor M5 (Homo sapiens), P08912;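 active = activation above the run cutoff, the mean activation of all test compounds plus 3 SD, cut at about 18% in these data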
#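 Probe or stimulus: acetylcholine, EC20 level; Assay system: human M5 receptor in CHO-K1 cells; Schedule: compound preincubation 140 s before EC20 acetylcholine addition; Technique: intracellular calcium via Fluo-8 fluorescence; Dosing: single-point, 3 µM nominal; Read-out basis: percent activation from peak-over-basal fluorescence ratio, scaled EC20-to-EC100 acetylcholine; Repeats: one well per compound, no replicates.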
# CHRM4 agonist: human M4 muscarinic receptor agonists, primary screen, CHO-K1 cells, Fluo-8 calcium fluorescence | Muscarinic acetylcholine receptor M4 (Homo sapiens), P08173 | CHO-K1 hM4/Gqi5; vehicle 0%, full acetylcholine response 100% | activation, % at 3 µM | 0.14% of 360,000 active;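 active = activation above the run mean over all test wells plus 3 SD, cut at about 32% in these data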;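 also: peak over basal fluorescence ratio per well then scaled between controls; 0% = DMSO wells and 100% = acetylcholine at EC100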
# CHRM1 PAM: human M1 muscarinic receptor positive allosteric modulators, primary screen, CHO-K1 cells, Fluo-8 calcium fluorescence, 1536-well; CHO-K1 hM1, ACh EC20; 0% = ACh EC20, 100% = maximal ACh; activation, % at 3 µM; 0.088% of 360,000 active; in the data active = activation above about 19%, passing the limit was not always enough
# TAAR1 agonist: human TAAR1 agonists, primary screen, Fluo-8 calcium fluorescence, CHO RD-HGA16 cells | 0.99% of 360,000 active | vehicle wells 0%, saturating PEA agonist 100% | activation, % at 3 µM;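 active = activation above the mean activation of all test compounds in the run plus 3 SD, cut at about 38% in these data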
# Target sequence (Q96RJ0 whole entry, looked up): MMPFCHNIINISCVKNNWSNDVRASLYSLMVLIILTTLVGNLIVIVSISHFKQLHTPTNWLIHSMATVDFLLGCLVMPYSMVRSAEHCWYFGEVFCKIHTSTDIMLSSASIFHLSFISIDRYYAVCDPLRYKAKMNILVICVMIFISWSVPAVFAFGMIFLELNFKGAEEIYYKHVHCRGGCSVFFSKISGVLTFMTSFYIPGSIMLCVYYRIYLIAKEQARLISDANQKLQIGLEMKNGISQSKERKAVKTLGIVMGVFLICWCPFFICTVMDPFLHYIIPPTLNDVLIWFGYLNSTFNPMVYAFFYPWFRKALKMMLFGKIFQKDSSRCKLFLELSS
#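 Test system: RD-HGA16 (CHO) cells co-expressing Gα16 and hTAAR1; dosing: one-point dosing at 3 µM (nominal); timing: 17-24 h seeding, 75 min 37 °C dye, 30 min RT; signal: kinetic Fluo-8 calcium fluorescence; read-out basis: % activation relative to PEA EC100 response; controls: DMSO and PEA EC100; replicates: n 1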
# M4 antag: human M4 muscarinic receptor antagonists, primary screen, CHO cells, Fluo-8 calcium fluorescence; CHO-hM4 cells, ACh EC80; Muscarinic acetylcholine receptor M4 (Homo sapiens), P08173; 0.73% of 360,000 active; inhibition, % at 3 µM;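 active = inhibition above its plate's cutoff, the mean inhibition of sample wells plus 3 SD, cut at about 27% in these data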;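 also: 0% = acetylcholine EC80 with DMSO and 100% = DMSO without agonist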
# CHRM1 antagonist: human M1 muscarinic receptor antagonists, primary screen, CHO-K1 cells, Fluo-8 calcium fluorescence, 1536-well; inhibition, % at 3 µM; 1.3% of 360,000 active; CHO-K1 hM1, ACh EC80 antagonist; Muscarinic acetylcholine receptor M1 (Homo sapiens), P11229;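 active = percent inhibition above its own plate's cutoff, namely the mean of that plate's compound wells plus 3 SD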;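 also: peak over basal fluorescence ratio during 140 s after agonist addition; 0% = ACh EC80 plus DMSO and 100% = DMSO alone without agonist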
# CHRM5 antagonist: human M5 muscarinic receptor antagonists, primary screen, CHO cells, Fluo-8 calcium fluorescence. Muscarinic acetylcholine receptor M5 (Homo sapiens), P08912. CHO-hM5 cells, ACh EC80. inhibition, % at 3 µM. 0.59% of 360,000 active;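 active = inhibition above a per-plate cutoff, the mean of that plate's test compounds plus 3 SD, cut at about 27% in these data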;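 also: 0% = acetylcholine EC80 with DMSO and 100% = DMSO without agonist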
# Starred values were filed as active, the others as inactive; / = not tested or not shown. Some of the compounds tested. The share of hits here may be higher or lower than overall.
# Values run as follows: CHRM1 antagonist	M4 antag	CHRM4 agonist	TAAR1 agonist	M1 ag	M5 PAM	CHRM5 antagonist	CHRM1 PAM	CHRM5 agonist
> COc1ccc(OC)c(S(=O)(=O)N2CCCc3ccccc32)c1
    -7	3	-1	0	-5	-1	4	8	-4
> O=C(CSc1nncs1)N1c2ccccc2Sc2ccccc21
    9	7	3	7	-12	-7	-2	-8	-6
> COc1ccc(NS(=O)(=O)c2cc(NC(=O)c3ccc(=O)[nH]c3)ccc2N2CCCC2)cc1
    -13	0	1	-1	-6	-7	19	13	-7
> Cc1cnc(C(=O)N2CCCC(N3CCN(c4ccccc4F)CC3)C2)cn1 (stereo unspecified)
    -19	-5	0	1	-1	-4	19	11	-4
> O=C(C1CC1)N1N=C(c2ccc(Br)cc2)CC1(O)C(F)(F)F (stereo unspecified)
    -6	-3	7	6	-5	-9	13	2	-5
> O=C(Cn1cc2c(n1)CCCC2)N1CCCc2ccccc21
    11	-12	1	0	-1	-8	-2	0	1
> O=C(NC1CCCC1)c1ccc(CS(=O)(=O)c2ccc(Br)cc2)o1
    -12	-18	3	1	2	-3	-4	4	1
> CC(C)CN(CC(C)C)C(=O)COc1ccccc1C(N)=O
    14	-4	1	-1	-2	2	8	-4	3
> CC(C)(C#CCN1CCCCC1)OCCOC(c1ccccc1)c1ccccc1
    99*	97*	-4	0	-9	-19	30*	-26	-8
> OCCNCCCCOc1ccc(OCc2ccccc2)cc1
    10	-4	6	3	-5	0	0	0	0
> O=[N+]([O-])c1cccc(/C=N/Nc2nc(N3CCOCC3)nc(N3CCOCC3)n2)c1
    -5	3	1	3	-7	4	-7	13	-1
> COc1ccc(CCNC(=O)CCn2c(SCC(=O)N3CCCC3)nc3ccccc3c2=O)cc1OC
    -6	0	1	0	1	-2	8	4	3
> Cc1ccc(NC(=O)CS(=O)(=O)c2c[nH]c3ccccc23)c(C)c1
    -18	-4	2	-1	-2	9	-10	14	3
> O=C(/C=C/[C@H]1O[C@@H](n2ccc(=O)[nH]c2=O)[C@H](O)[C@@H]1O)NCc1ccccc1
    -17	-10	1	1	1	0	4	-1	1
> CCOc1ccc(S(=O)(=O)N2CCC(C(=O)OC(C)C(=O)N3CCOCC3)CC2)cc1 (stereo unspecified)
    -8	-6	0	3	-5	2	6	8	-2
> OCCCNC(=S)Nc1ccc(Br)cc1Cl
    -18	0	1	-1	-2	0	5	11	0
> COC(CN1C(=O)C(=O)/C(=C(/O)c2ccccc2)C1c1ccccn1)OC (stereo unspecified)
    3	-5	1	3	-3	1	12	2	-4
> CCCCn1c(SCC(=O)c2ccc(O)c(O)c2)nc2ccsc2c1=O
    -2	-8	2	/	0	2	-1	6	4
> CC(=O)N1CCOc2ccc(S(=O)(=O)N3CCC(C(=O)Nc4ccc(F)cc4)CC3)cc21
    3	2	9	5	1	-3	-2	-4	0
> CC(C)CCNC(=O)C1C2C=CC3(CN(Cc4ccccc4Cl)C(=O)C13)O2 (stereo unspecified)
    -6	-11	2	1	-5	2	-2	8	-2
> COc1cccc(CNC(=O)c2cc(C)nc3ccccc23)c1
    -13	15	1	-1	-10	-1	6	3	-6
> Cc1occc1-c1nnc(SCC(=O)N2CCCCC2)n1C
    -2	10	2	1	1	1	2	7	4
> Cc1nc2ccccn2c1C(=O)NNC(=O)Nc1cccc(C(F)(F)F)c1
    3	3	3	2	1	0	1	1	0
> C/C(=C\c1ccccc1)CN1CCN(C(C)C)C(CCO)C1 (stereo unspecified)
    -12	4	0	0	-9	1	-5	3	-7
> Cc1ccc(NC(=O)CNC(=O)c2ccccc2F)cc1Cl
    -13	1	-1	-1	2	2	-6	12	3
> CC(NC(=O)COc1ccc(Br)cc1)C(=O)O (stereo unspecified)
    -21	-1	2	6	0	3	-8	7	1
> COc1ccc(NC(=O)C(C)N2C(=O)c3ccccc3C2=O)cc1S(=O)(=O)N1CCOCC1 (stereo unspecified)
    -3	3	1	1	-10	-9	6	9	-5
> Cn1cnnc1SCC(=O)Nc1cc(S(=O)(=O)N2CCCCCC2)ccc1Cl
    -5	1	2	3	-8	-1	7	6	-2
> Cc1cc(C)c(S(=O)(=O)NCc2cccnc2)cc1C
    -12	2	1	4	-1	3	6	9	0
> Cn1nc([N+](=O)[O-])nc1Oc1ccc2ccccc2c1
    -9	-5	0	10	-1	3	-6	10	3

# Ordered by SMILES length (lowest first): part of the list above
# Values run as follows: CHRM1 antagonist	M4 antag	CHRM4 agonist	TAAR1 agonist	M1 ag	M5 PAM	CHRM5 antagonist	CHRM1 PAM	CHRM5 agonist
> OCCCNC(=S)Nc1ccc(Br)cc1Cl
    -18	0	1	-1	-2	0	5	11	0
> OCCNCCCCOc1ccc(OCc2ccccc2)cc1
    10	-4	6	3	-5	0	0	0	0
> Cc1cc(C)c(S(=O)(=O)NCc2cccnc2)cc1C
    -12	2	1	4	-1	3	6	9	0
> Cc1ccc(NC(=O)CNC(=O)c2ccccc2F)cc1Cl
    -13	1	-1	-1	2	2	-6	12	3
> COc1cccc(CNC(=O)c2cc(C)nc3ccccc23)c1
    -13	15	1	-1	-10	-1	6	3	-6
> C/C(=C\c1ccccc1)CN1CCN(C(C)C)C(CCO)C1 (stereo unspecified)
    -12	4	0	0	-9	1	-5	3	-7
> CC(C)(C#CCN1CCCCC1)OCCOC(c1ccccc1)c1ccccc1
    99*	97*	-4	0	-9	-19	30*	-26	-8
> Cc1nc2ccccn2c1C(=O)NNC(=O)Nc1cccc(C(F)(F)F)c1
    3	3	3	2	1	0	1	1	0
> Cn1cnnc1SCC(=O)Nc1cc(S(=O)(=O)N2CCCCCC2)ccc1Cl
    -5	1	2	3	-8	-1	7	6	-2
> CC(C)CCNC(=O)C1C2C=CC3(CN(Cc4ccccc4Cl)C(=O)C13)O2 (stereo unspecified)
    -6	-11	2	1	-5	2	-2	8	-2
> COc1ccc(NS(=O)(=O)c2cc(NC(=O)c3ccc(=O)[nH]c3)ccc2N2CCCC2)cc1
    -13	0	1	-1	-6	-7	19	13	-7
> O=C(/C=C/[C@H]1O[C@@H](n2ccc(=O)[nH]c2=O)[C@H](O)[C@@H]1O)NCc1ccccc1
    -17	-10	1	1	1	0	4	-1	1

# More results follow.
# Values run as follows: CHRM1 antagonist	M4 antag	CHRM4 agonist	TAAR1 agonist	M1 ag	M5 PAM	CHRM5 antagonist	CHRM1 PAM	CHRM5 agonist
> CN1CCN(Cc2nc3ccccc3c(=O)n2Cc2nc(-c3ccccc3F)cs2)CC1
    14	10	0	1	-8	2	2	-10	-7
> N#CCC(=O)Nc1ccc(C(=O)OCC(=O)Nc2cccc3ccccc23)cc1
    -3	-16	2	3	1	-7	8	6	2
> C=C1[C@@H](OC(C)=O)CC[C@]2(C)[C@@H]1C[C@@H]1C[C@H](OC(C)=O)C(C)=C([C@@H](OC(C)=O)[C@@H]2OC(C)=O)C1(C)C
    6	-7	0	-1	-13	4	12	-1	-10
> COCCn1c(=NC(=O)c2ccc(S(=O)(=O)N3CCCc4ccccc43)cc2)sc2cc(S(C)(=O)=O)ccc21
    -2	1	0	1	-3	1	-4	6	0
> Cc1ccc(S(=O)(=O)NCCC(=O)OCC(=O)Nc2cccc(S(=O)(=O)NC3=NCCCCC3)c2)cc1
    -5	-14	1	0	-7	-2	2	1	-4
> Cn1c(O)c(C(C#N)=C2N=c3ccccc3=N2)c2ccccc21
    -11	2	1	4	-4	0	-1	9	-3
> O=C(Nc1ccncc1)C1CC(=O)N(c2ccccc2)C1 (stereo unspecified)
    7	-3	4	0	-5	-2	10	0	-4
> Cc1cc(C)c2c(=O)n(CC(=O)Nc3ccc(Cl)cc3)sc2n1
    -8	31*	61*	87*	14	-11	10	-2	17
> CC(C)=CCC[C@H](C)C[C@@H]1Cc2[nH][nH]c(=O)c2[C@H](c2ccc(Cl)cc2)O1
    /	-13	-1	-2	/	-6	-20	/	4
> O=C(OC1CCOC1=O)C1CCN(S(=O)(=O)c2ccccc2)CC1 (stereo unspecified)
    -10	-7	1	3	-2	8	7	7	1
> COc1ccc(CC(=O)NCC(=O)N=Nc2c(O)[nH]c3ccccc23)cc1
    -1	1	1	3	-2	-5	9	1	-5
> CC(C)[C@H](NC(=O)c1ccco1)C(=O)NCc1ccccc1
    9	-3	0	2	-5	-1	3	1	-1
> O=C(O)c1cc2ccccc2c2cc(Br)ccc12
    0	-7	0	-2	-2	-1	-8	1	-3
> CCOc1ccc(CCNC(=O)c2ccc(CS(=O)Cc3ccc(Cl)cc3)o2)cc1 (stereo unspecified)
    -4	-6	16	12	1	0	-10	-3	1
> CCCSCCCNC(=O)c1ccc(NC(=O)C2=CSCCO2)cc1
    -5	4	4	6	-7	1	-1	2	-2
> Nc1nonc1C(=O)N/N=C/c1ccc(-c2ccc(Cl)c(C(=O)O)c2)o1
    -1	-3	0	5	-3	2	-13	-1	1
> CN(Cc1ccccc1Cl)C(=O)C1CC(=O)N(c2ccc3c(c2)OCCO3)C1 (stereo unspecified)
    -8	-12	6	7	-6	-6	0	5	2
> COc1ccc(NC(=O)CN(C)C(=O)CNC(=O)c2cccs2)cc1
    2	0	0	6	-3	-6	20	2	-1
> NC(=O)N/N=C(/CCCCCC/C(=N\NC(N)=O)c1ccccc1)c1ccccc1
    1	1	2	4	-1	-4	11	5	0
> Cc1cc(Cl)c(C)c(S(=O)(=O)N2CCN(CC(=O)N3CCOCC3)CC2)c1Cl
    22	4	3	11	-2	9	-4	-6	1
> CC1CCCCN1C(=O)C1COc2ccccc2O1 (stereo unspecified)
    -11	11	1	1	-5	5	6	11	-2
> CCCCn1c(N)c(N(CCC(C)C)C(=O)CC2OC(=O)c3ccccc32)c(=O)[nH]c1=O (stereo unspecified)
    -13	-3	0	-1	-1	-3	5	10	-1
> COC(=O)[C@]1(CC(C)C)N[C@H](c2ccc(-c3ccc(OC)cc3)cc2)[C@@H]2C(=O)N(C)C(=O)[C@@H]21
    7	4	-1	6	-1	6	8	3	-3
> Cc1ccc(Cn2ccc(NC(=O)CCSc3nc(-c4ccco4)cc(C(F)(F)F)n3)n2)cc1
    1	-5	0	-2	-5	3	-1	-1	-6

# From PubChem BioAssay
